SIRT5 block = blocks human SIRT5 desuccinylation of peptide. Q9NXA8. Purified SirT5, succinyl-peptide AMC, trypsin-coupled fluorescence. inhibition, % at 15 µM. 330,000 compounds, 1.1% hits. AID 652115; in the data active = inhibition above about 15%
Target sequence (Q9NXA8 whole entry, looked up): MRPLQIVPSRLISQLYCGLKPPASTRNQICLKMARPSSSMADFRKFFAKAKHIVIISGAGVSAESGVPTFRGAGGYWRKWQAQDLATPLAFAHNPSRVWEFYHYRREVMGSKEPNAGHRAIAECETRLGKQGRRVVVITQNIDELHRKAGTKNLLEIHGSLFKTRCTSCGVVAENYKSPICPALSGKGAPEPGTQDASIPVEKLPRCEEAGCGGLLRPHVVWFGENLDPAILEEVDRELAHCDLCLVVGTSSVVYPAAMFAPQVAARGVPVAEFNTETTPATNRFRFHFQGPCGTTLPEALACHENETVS
miR122 inh = miR-122 inhibition in Huh7 cells. activation (reporter increase), % at 12.5 µM. AID 602342. 340,000 compounds, 0.3% hits. Huh7 miR-122 Renilla luciferase sensor, 48 h; neutral wells = 0, positive control = 100;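 active = mean replicate activation score at least 90 and every replicate individually at or above 90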;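 note: higher luciferase means less miR-122 activity so hits act as miR-122 inhibitors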
esBAF inh = inhibitors of esBAF chromatin remodeling in mouse ES cells; Bmi1-luciferase knock-in reporter, 24 h; 100% = twice the neutral-well signal; reporter increase, % at 12.5 µM; 350,000 compounds, 2% hits; in the data active = activation above about 40%;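 note: 0% = median of the plate's neutral control wells and 100% = double that signal; a rise in the Bmi1 reporter signal indicates esBAF inhibition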
Cneo AK release = causes C. neoformans cell lysis; adenylate kinase release luminescence, 4 h; normalised: neutral wells 0, clomiphene wells 100; lysis activity, % at 15 µM; 360,000 compounds, 0.2% hits;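 active = mean lysis activity across replicates of at least 80%, whatever share of replicates individually reach that level; inactive = mean lysis activity below 80%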
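Material: C. neoformans cells | Amount: Yeast cell density of 5 × 10^6 cells/mL | Medium: Fresh YPD growth medium | Dosing: Single dose | Times: Static 4 h at 37 °C with compound, 1 h detection | Detection: AK luminescence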
C2C12 statin = protects C2C12 myotubes from simvastatin toxicity | ATP luminescence, 48 h; scaled: DMSO 0, geranylgeraniol control 100 | rescue of ATP level, % at 7.49 µM | 330,000 compounds, 0.78% hits | AID 602340;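 active = mean ATP rescue above about 67%, or every replicate alone reaching that limit, limit read from the data, passing the limit was not always enough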;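 note: myotubes were challenged with 10 µM simvastatin during compound exposure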
ERp5 block = ERp5 (human) disulfide isomerase inhibition; Q15084; ERp5 insulin aggregation, absorbance 650 nm, 90 min; inhibition, % at 9.99 µM; 350,000 compounds, 0.05% hits; AID 651711;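 active = mean replicate inhibition above about 25%, with every replicate also reaching it, limit read from the data, passing the limit was not always enough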
Target sequence (Q15084 whole entry, looked up): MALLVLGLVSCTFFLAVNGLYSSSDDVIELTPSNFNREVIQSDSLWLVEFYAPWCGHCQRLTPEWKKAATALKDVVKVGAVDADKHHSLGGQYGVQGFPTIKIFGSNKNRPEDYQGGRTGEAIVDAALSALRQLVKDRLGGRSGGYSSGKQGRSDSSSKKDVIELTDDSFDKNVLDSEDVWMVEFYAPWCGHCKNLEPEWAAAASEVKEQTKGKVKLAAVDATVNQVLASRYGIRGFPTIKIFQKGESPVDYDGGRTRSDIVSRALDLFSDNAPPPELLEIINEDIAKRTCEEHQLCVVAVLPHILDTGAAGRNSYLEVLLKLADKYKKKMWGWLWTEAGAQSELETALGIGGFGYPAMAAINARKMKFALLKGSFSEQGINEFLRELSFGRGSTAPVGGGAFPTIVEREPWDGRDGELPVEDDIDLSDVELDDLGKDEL
ARNT TACC3 PPI = disrupts binding between human ARNT and TACC3. AlphaScreen His-ARNT PAS-B/GST-TACC3 binding, luminescence; TACC3 fragment carries E629A point mutation. AID 623870. Q9Y6A5. inhibition, % at 9.99 µM. 390,000 compounds, 0.66% hits;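 active = mean inhibition of replicates at least 50% and at least half of replicates each reaching 50%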;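 note: 0% = complete ARNT plus TACC3 wells and 100% = ARNT alone without TACC3; many hits fall short of the cut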
* = called active by the depositor; nt = not tested or not shown; [ ] = dose if it differs, or a comment. Rows are unselected (roughly 4% active in at least one column).

No.	structure	SIRT5 block	miR122 inh	esBAF inh	Cneo AK release
1	N#CC1=C(SCc2ccccc2)NC2=C(C(=O)CCC2)C1c1ccc2c(c1)OCO2 (configuration not stated)	nt	1.7	-12.5	-2.5
2	C=C(C1=CCN(S(=O)(=O)C(C)(C)C)[C@H]1CCO)c1ccccc1	0.1	-9.6	-8.4	-2.3
3	O=C(c1ccccc1)N1CCn2c(nc3ccccc32)C1	nt	-1.7	-0.1	3.7
4	O=C(/C=C/c1ccc([N+](=O)[O-])cc1)NCc1cccs1	nt	-0.8	11.9	0.4
5	CCOC(=O)c1ccccc1NC(=O)COC(=O)Cc1ccccc1F	-2.9	0.6	-2.6	-10.3
6	COc1cccc(C(=O)Nc2nc(-c3ccc4c(c3)OCO4)cs2)c1	nt	-1.5	1.5	-3.1
7	COCCN(CCOC)S(=O)(=O)c1ccc(NC(=O)c2cnccn2)cc1	4.3	nt	-5.8	-0.6
8	O=C(NCc1ccco1)/C(=C\C=C\c1ccccc1)NC(=O)c1ccccc1Br	0.1	nt	4.2	-5.4

No.	C2C12 statin	ERp5 block	ARNT TACC3 PPI
1	-41.5	nt	14.3
2	-8.0	1.3	-2.3
3	-2.4	nt	0.5
4	-6.8	nt	-0.7
5	-6.2	6.6	-6.9
6	-0.6	-3.6	-3.5
7	2.9	-0.9	-1.3
8	nt	3.6	3.8

No.	structure	SIRT5 block	miR122 inh	esBAF inh	Cneo AK release
9	O=C(CSCc1c(F)cccc1Cl)Nc1ccccc1C(=O)N1CCOCC1	0.8	1.9	-4.6	10.4
10	Cc1ccc(NC(=O)c2cc(NC(=O)C3CC=CCC3C(=O)O)ccc2N2CCOCC2)cc1 (configuration not stated)	nt	nt	2.9	-1.7
11	CN(C)C(=O)CNC(=O)C1CCCCC1	nt	-1.0	nt	-0.2
12	Cc1cc(OCCCC(=O)Nc2cc(S(=O)(=O)N3CCOCC3)ccc2N2CCOCC2)ccc1Cl	-2.4	-3.9	-0.2	-1.5
13	CCOc1cc(C2NC(=O)NC(c3ccccc3)=C2C(C)=O)ccc1OC(C)=O (configuration not stated)	-1.0	-6.1	nt	1.9
14	COC(=O)c1cc(C(=O)OCC(=O)NNC(=O)c2cccs2)cc([N+](=O)[O-])c1	0.8	nt	-0.6	4.5
15	CCS(=O)(=O)N1Cc2ccccc2CC1C(=O)N1CCN(c2ccccc2)CC1 (configuration not stated)	-1.0	2.4	-5.8	2.6
16	O=C(CCN1CCCCC1)NCC[C@@H]1CC[C@H](NC(=O)C2CCCC2)[C@@H](CO)O1	4.8	nt	-6.1	0.9

No.	C2C12 statin	ERp5 block	ARNT TACC3 PPI
9	-0.4	3.2	-5.8
10	-15.2	nt	-1.4
11	nt	nt	-2.7
12	-8.3	-17.6	-0.4
13	nt	-2.4	-25.1
14	5.5	-0.9	-5.0
15	-10.8	2.0	3.6
16	-2.3	-0.5	-4.7

No.	structure	SIRT5 block	miR122 inh	esBAF inh	Cneo AK release
17	CCN(CC)CCNC(=O)C1c2ccccc2C(=O)N(CCOC)C1c1ccc(F)cc1 (configuration not stated)	nt	9.8	14.9	-3.2
18	CNC(=O)C[C@H]1CC[C@H]2[C@@H](COC[C@H](O)CN2Cc2ccccc2F)O1	1.2	-2.5[16.7 µM]	-3.3	nt
19	Cc1cc(C)cc(C(=O)NCC(=O)OCC(=O)NC2CC2)c1	0.0	-3.4	1.0	-0.1
20	CCc1ccc(/C=N/Nc2nn[nH]n2)cc1	nt	17.3	1.4	0.2
21	CCOC(=O)c1oc2cccc(O)c2c1CN(Cc1ccccc1)C(C)=O	nt	4.3	-1.4	1.1
22	O=C(CN1CCOCC1)N1CCCCN2[C@H](CO)[C@@H](c3ccc(Br)cc3)[C@H]2C1	nt	-7.4[16.7 µM]	2.2	2.3
23	CC(=O)C1=C(C)NC2=C(C(=O)c3ccccc32)C1c1ccccc1 (configuration not stated)	0.8	nt	nt	nt
24	O=C(/C=C/c1cccc(O)c1)c1ccc(N2CCOCC2)cc1	-5.1	2.3	32.5	-4.6

No.	C2C12 statin	ERp5 block	ARNT TACC3 PPI
17	-14.5	nt	-0.2
18	4.6	0.9	0.5
19	0.1	-2.5	-3.7
20	nt	nt	3.4
21	-3.3	nt	-2.6
22	2.2	nt	-10.0
23	nt	2.6	13.6
24	4.8	3.2	5.6

In the list so far, these have bromine:
No.	structure	SIRT5 block	miR122 inh	esBAF inh	Cneo AK release
8	O=C(NCc1ccco1)/C(=C\C=C\c1ccccc1)NC(=O)c1ccccc1Br	0.1	nt	4.2	-5.4
22	O=C(CN1CCOCC1)N1CCCCN2[C@H](CO)[C@@H](c3ccc(Br)cc3)[C@H]2C1	nt	-7.4[16.7 µM]	2.2	2.3

No.	C2C12 statin	ERp5 block	ARNT TACC3 PPI
8	nt	3.6	3.8
22	2.2	nt	-10.0

(list continues)
No.	structure	SIRT5 block	miR122 inh	esBAF inh	Cneo AK release
25	O=C(CN1CCCCC1)NNc1nc(-c2ccccc2)c2cc(Cl)ccc2n1	-1.0	nt	nt	nt
26	C[C@H](CO)N1C[C@H](C)[C@@H](CN(C)C)Oc2ccc(N(C)C)cc2C1=O	-2.3	-0.5[16.7 µM]	-4.0	0.5
27	CCC1CCCCN1CCNC(=O)C1CCN(S(=O)(=O)c2c(C)noc2C)CC1 (configuration not stated)	nt	0.0	nt	3.7
28	CCOC(=O)N1CCC(NC(=O)c2ccc3c(c2)N(C)C(=O)/C(=C/c2cccc(OC)c2)S3)CC1	1.5	-3.9	-34.8	6.1
29	C[C@@H]1CCCCO[C@H](CN(C)C(=O)c2ccccc2)[C@H](C)CN([C@@H](C)CO)C(=O)c2cc(NC(=O)CCCCCC(=O)Nc3ccccc3N)ccc2O1	1.8	-5.0[16.7 µM]	-3.7	-1.2
30	Cc1ccc(S(=O)(=O)N2CCN(C(=O)CCOc3cc(C)ccc3C)CC2)cc1	-3.0	-7.9	-6.3	-0.6
31	Cc1noc(C)c1S(=O)(=O)Nc1ccc2c(c1)C(=O)N([C@@H](C)CO)C[C@@H](C)[C@@H](CN(C)S(=O)(=O)c1c(C)noc1C)OCCCC[C@@H](C)O2	6.3	-3.0[16.7 µM]	-3.1	0.1
32	Cc1ccc(C(C(=O)NC2CCCCC2)N(CCCN2CCOCC2)C(=O)c2snc(C(N)=O)c2N)cc1 (configuration not stated)	-2.2	-0.9	-1.0	3.8

No.	C2C12 statin	ERp5 block	ARNT TACC3 PPI
25	nt	0.0	-9.1
26	16.2	8.0	3.6
27	nt	nt	-3.3
28	-5.5	5.0	-1.6
29	nt	4.2	0.3
30	-6.6	-7.4	3.4
31	nt	-3.4	-13.2
32	-0.5	3.8	-2.8

No.	structure	SIRT5 block	miR122 inh	esBAF inh	Cneo AK release
33	C=CCN(C(=O)COc1ccccc1)c1nnc(-c2ccncc2)s1	nt	-5.2	0.5	9.9
34	CCOC(=O)C1CCN(S(=O)(=O)c2ccccc2[N+](=O)[O-])CC1	-1.9	6.5	1.0	1.1
35	O=C(c1ccccc1SCc1ccc(F)cc1)N1CCOCC1	-2.9	nt	nt	nt
36	Cn1c(=O)n2n(c1=O)[C@H](C1CC1)C=C1CN3[C@@H]([C@H](Cc4ccccc4)OC(=O)[C@@H]3Cc3ccccc3)[C@@H]12	-1.3	nt	nt	1.3
37	CN(Cc1ccccc1)C(=O)c1cccc(NC(=O)Cc2ccc(NC(=O)C3CCN(C(=O)C4CCCC4)CC3)cc2)c1	-8.2	-0.4	1.2	1.4
38	Cc1ccc(S(=O)(=O)N2CCOCC2)cc1C(=O)Nc1ccccc1N1CCCC1	1.4	nt	-0.4	3.0
39	O=C(Nc1ccccc1N1CCCCC1)c1cnccn1	-0.8	-2.7	-3.8	-5.0
40	OCC1OC(n2cnc3c(SCc4ccccc4)nc(NO)nc32)C(O)C1O (configuration not stated)	-2.8	nt	nt	0.5

No.	C2C12 statin	ERp5 block	ARNT TACC3 PPI
33	5.2	nt	-1.8
34	1.2	1.9	nt
35	nt	-1.5	23.6
36	nt	1.6	nt
37	-3.1	-4.5	-1.2
38	5.5	-12.3	-2.5
39	10.9	-1.0	-0.9
40	nt	-7.6	nt

No.	structure	SIRT5 block	miR122 inh	esBAF inh	Cneo AK release
41	Cc1ccc(-n2c(C)cc(/C=N/NC(=O)c3ccncc3)c2C)c(C)c1	nt	-2.2	-0.7	-6.6
42	C[C@@H]1CCCCO[C@H](CN(C)Cc2ccc(Cl)c(Cl)c2)[C@@H](C)CN([C@H](C)CO)C(=O)c2cc(NS(=O)(=O)c3ccc(F)cc3)ccc2O1	-2.0	-4.2[16.7 µM]	-4.0	-2.9
43	CC(C)CNC(=S)NC1CC2CCCC(C1)N2Cc1cccs1 (configuration not stated)	-2.3	nt	3.3	0.2
44	Cc1ccccc1-c1ccc([C@@H]2[C@H]3CN(C(=O)Nc4cccc(F)c4)CCCCN3[C@H]2CO)cc1	0.5	12.4[16.7 µM]	-13.2	8.5
45	O=C(CN1C(=O)c2ccccc2C1=O)N1CCOCC1	nt	-0.9	-4.8	-0.6
46	Cc1cc(C)n(-c2nnc(C)n2N)n1	nt	-0.5	0.3	-0.8
47	Cc1onc(-c2ccccc2Cl)c1C(=O)Nc1ccc(OCC(=O)N2CCOCC2)cc1	nt	22.0	-4.3	-1.0
48	C=CCn1c(N)c(C(=O)Nc2ccccc2OC)sc1=S	nt	11.0	-5.3	1.8

No.	C2C12 statin	ERp5 block	ARNT TACC3 PPI
41	16.5	nt	11.4
42	nt	0.6	nt
43	-3.9	2.8	-0.5
44	-46.1	-0.1	-6.2
45	-12.0	nt	-5.8
46	1.3	nt	-13.7
47	1.4	nt	-1.2
48	nt	nt	1.9

No.	structure	SIRT5 block	miR122 inh	esBAF inh	Cneo AK release
49	COc1ccc(CNC(=O)CC[C@H]2O[C@@H](n3cc(C)c(=O)[nH]c3=O)C[C@@H]2O)cc1	-3.1	0.8	-7.3	-3.6
50	COc1ccc(S(=O)(=O)NC2CCc3ccccc32)cc1OC (configuration not stated)	2.7	20.2	0.4	1.1
51	O=C1CCc2cc(NS(=O)(=O)c3ccc(F)cc3)cc3c2N1CCC3	3.6	5.8	-8.0	-1.3
52	CC(=O)N(C)C[C@H]1Oc2ncc(-c3ccccc3F)cc2C(=O)N([C@H](C)CO)C[C@@H]1C	-2.1	-2.2[16.7 µM]	-3.0	1.3
53	COc1cccc(CNC(=O)C[C@@H]2CC[C@H]3[C@@H](COc4ccc(NC(C)=O)cc4C(=O)N3C)O2)c1	nt	36.7[16.7 µM]	3.5	-0.6
54	CCN(CC)S(=O)(=O)c1cc(C)c(C)cc1Br	nt	-3.6	13.7	2.6
55	Cc1cccc2c1-c1sc(C(=O)Nc3cccc([N+](=O)[O-])c3C)cc1CO2	0.9	nt	nt	nt
56	COc1ccccc1CNc1nc(NCc2cccc(OC)c2OC)c2sccc2n1	-3.7	-4.3	-18.4	-0.9

No.	C2C12 statin	ERp5 block	ARNT TACC3 PPI
49	-8.7	2.5	nt
50	3.9	2.9	-4.3
51	-5.0	-3.5	25.3
52	-2.4	-1.7	-8.2
53	-5.1	nt	1.0
54	-8.1	nt	-3.5
55	nt	-3.1	-14.4
56	-35.7	4.1	nt

No.	structure	SIRT5 block	miR122 inh	esBAF inh	Cneo AK release
57	CN(C)CC(=O)N1CCCCN2[C@H](CO)[C@H](c3ccc(-c4cccc(C(=O)N(C)C)c4)cc3)[C@H]2C1	-3.8	0.6[16.7 µM]	-1.2	-4.9
58	Nc1ccc(N2CCN(c3ccc(F)cc3)CC2)cc1	0.2	-1.8	nt	nt
59	C[C@H](CO)N1C[C@H](C)[C@H](CN(C)C(=O)c2ccncc2)Oc2ncc(C#CC3CCCCC3)cc2C1=O	-0.2	-6.7[16.7 µM]	-2.4	13.3
60	C[n+]1c2n(c3ccccc31)N=C(c1cc(C(C)(C)C)c(O)c(C(C)(C)C)c1)CS2	0.7	2.0	nt	nt
61	COCC(C)NC(=O)CSc1nc(-c2ccccc2)c(-c2ccccc2)o1 (configuration not stated)	nt	2.3	-5.2	1.3

No.	C2C12 statin	ERp5 block	ARNT TACC3 PPI
57	16.9	nt	3.7
58	nt	0.6	nt
59	36.1	11.1	-7.3
60	nt	-1.5	nt
61	-4.7	nt	-2.5

Bioassay records: PubChem, Broad Institute
